# Avidin fluor: green autofluorescence of compounds with avidin beads – biophysical, 488/530 nm, flow cytometry, artefact control, profiling panel | compound fluorescence 488/530 nm; active compounds read high | fluorescence (KMESF) at 10 µM | 220,000 compounds, 0.38% hits | AID 1775, 2009; in the data active = fluorescence above about 47; also: inactives centre near 10
# RGS7-Gao reg: RGS7-Galphao binding modulators, primary screen, biochemical, multiplexed bead flow cytometry; Guanine nucleotide-binding protein G(o) subunit alpha (Homo sapiens), P09471; actives lie on both sides; binding response (% of control), % at 10 µM; 220,000 compounds, 0.35% hits; in the data active = binding response below about 49% or above about 150%; inconclusive = no clear call, values can overlap the other calls; inactive = in between;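 also: fluorescent Galphao held in activated GDP-AlF4 state binding bead-coupled RGS7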
# Target sequence (P09471 whole entry, looked up): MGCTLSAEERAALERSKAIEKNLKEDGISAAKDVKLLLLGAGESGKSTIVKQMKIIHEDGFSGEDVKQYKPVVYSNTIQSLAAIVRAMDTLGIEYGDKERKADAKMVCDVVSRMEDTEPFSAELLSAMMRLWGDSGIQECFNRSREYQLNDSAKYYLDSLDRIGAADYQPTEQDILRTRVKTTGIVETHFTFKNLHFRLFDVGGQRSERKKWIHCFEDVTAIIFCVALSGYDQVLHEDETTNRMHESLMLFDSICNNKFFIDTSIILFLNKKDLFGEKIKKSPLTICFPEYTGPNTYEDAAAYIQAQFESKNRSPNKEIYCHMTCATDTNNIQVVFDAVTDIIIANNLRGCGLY
# ABCG2 block: ABCG2 efflux pump inhibitors, primary screen, multiplex with ABCB1, IgMXP3 cells, flow cytometry. Broad substrate specificity ATP-binding cassette transporter ABCG2 (Homo sapiens), Q9UNQ0. JC-1 efflux. inhibition, % at 6.6 µM. 190,000 compounds, 0.1% hits. AID 1325, 2008;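 active = inhibition above 80%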;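 also: 0% = DMSO and 100% = nicardipine control wells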
# Target sequence (Q9UNQ0 whole entry, looked up): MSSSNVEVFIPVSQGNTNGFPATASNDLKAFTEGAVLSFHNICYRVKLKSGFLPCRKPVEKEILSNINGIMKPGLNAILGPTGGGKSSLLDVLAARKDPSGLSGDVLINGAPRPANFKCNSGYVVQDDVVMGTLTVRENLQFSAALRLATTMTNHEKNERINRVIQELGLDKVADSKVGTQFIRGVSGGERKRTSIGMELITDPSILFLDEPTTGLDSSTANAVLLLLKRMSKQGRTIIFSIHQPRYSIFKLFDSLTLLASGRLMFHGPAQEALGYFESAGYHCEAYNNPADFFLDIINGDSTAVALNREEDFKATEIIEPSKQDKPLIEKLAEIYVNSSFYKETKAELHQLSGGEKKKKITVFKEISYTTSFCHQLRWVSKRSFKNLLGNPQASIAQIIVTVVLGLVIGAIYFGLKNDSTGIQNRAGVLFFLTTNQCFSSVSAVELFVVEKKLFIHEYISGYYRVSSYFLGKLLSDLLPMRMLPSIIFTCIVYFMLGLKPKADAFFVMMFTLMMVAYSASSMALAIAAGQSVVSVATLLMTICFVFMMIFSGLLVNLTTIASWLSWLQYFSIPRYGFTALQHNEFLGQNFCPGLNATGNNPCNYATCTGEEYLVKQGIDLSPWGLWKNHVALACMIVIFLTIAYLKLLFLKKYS
#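 Test system: ABCG2 IgMXP3 and barcoded ABCB1 CCRF-Adr cell mix; Schedule: cells with compound and JC-1, 10 min at 25 °C, rotating, no wash; Technique: flow cytometry of retained JC-1 fluorescence; Measure: % inhibition of efflux relative to nicardipine and DMSO; Controls: nicardipine high and DMSO low controls.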
# Mcl1 Bid PPI: Mcl-1/Bid binding inhibitors, primary screen, biochemical, TR-FRET, 1536-well | Induced myeloid leukemia cell differentiation protein Mcl-1 (Homo sapiens), Q07820 | TR-FRET Mcl-1/Bid-Dy647 peptide binding | inhibition, % at 21.7 µM | 220,000 compounds, 0.97% hits;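 active = compounds that cut the binding signal by more than half at the single screening dose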;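 also: His-tagged Mcl-1 with europium anti-His antibody binding Bid BH3 peptide; 0% = Mcl-1 plus peptide wells and 100% = peptide-only wells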
# Mcl1 Noxa PPI: Mcl-1/Noxa binding inhibitors, primary screen, biochemical, TR-FRET, 1536-well | TR-FRET Mcl-1/Noxa peptide binding, 2 h | inhibition, % at 21.7 µM | 220,000 compounds, 1.5% hits;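 active = compounds that cut the protein-peptide binding signal by more than 50% relative to plate controls in a single-dose test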;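 also: His-tagged Mcl-1 with rhodamine Noxa BH3 peptide and terbium anti-His antibody; 0% = Mcl-1 plus Noxa peptide wells and 100% = peptide-only wells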
# RGS4-Gao reg: modulators of RGS4 binding to Galphao, primary screen, biochemical, multiplexed bead flow cytometry | 220,000 compounds, 0.33% hits | binding response (% of control), % at 10 µM | actives lie on both sides | Guanine nucleotide-binding protein G(o) subunit alpha (Homo sapiens), P09471; in the data active = binding response below about 49% or above about 150%; inactive = in between;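 also: fluorescent Galphao activated with aluminum fluoride binding bead-coupled RGS4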
# Mcl-1 Bim block: inhibitors of Bim peptide binding to Mcl-1, primary screen, biochemical, bead-based flow cytometry, multiplex. 190,000 compounds, 0.1% hits. inhibition, % at 10 µM. Induced myeloid leukemia cell differentiation protein Mcl-1 (Homo sapiens), Q07820. Bim peptide-Mcl-1 binding. AID 1009, 2008; in the data active = inhibition above about 40%;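 also: 0% = no compound tracer wells and 100% = peptide blocker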
# Pf gamet viab: late stage P. falciparum gametocyte viability inhibitors, primary screen, ATP luminescence, HTS; inhibition, % at 10.9 µM; AID 743093, 2013; P. falciparum stage V gametocytes, 24 h; 150,000 compounds, 0.065% hits;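 active = inhibition above the mean plus 3 SD of compounds within the control limits, set per campaign, cut at about 38% in these data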;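 also: 0% = DMSO wells and 100% = medium only without gametocytes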
# RGS8-Gao reg: RGS8-Galphao binding modulators, primary screen, biochemical, multiplexed bead flow cytometry. AID 1423, 2008. actives lie on both sides. 220,000 compounds, 0.34% hits. response (percent of control binding), % at 10 µM; in the data active = response below about 60% or above about 140%; inactive = in between;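 also: Galphao activated as the GDP aluminium fluoride complex binding bead-coupled RGS8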
# GSH bead fluor: compound fluorescence on glutathione beads, profiling panel, artefact control, biophysical, 488/530 nm, flow cytometry | 190,000 compounds, 0.25% hits | GSH beads flow cytometry, compound fluorescence 488/530 nm; active compounds read high | fluorescence (KMESF) at 10 µM; in the data active = fluorescence above about 89;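 also: glutathione beads carrying GST-tagged Bcl family fusion proteins plus one bare bead set; values are compound well signal with DMSO vehicle wells as background; inactives centre near 16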
# ABCB1 block: ABCB1 efflux pump inhibitors, primary screen, cell-based, multiplex, flow cytometry, ABCG2 counter-screen. CCRF-Adr cells, JC-1 efflux. 190,000 compounds, 0.067% hits. inhibition, % at 6.6 µM; in the data active = inhibition above about 40%;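 also: 0% = vehicle and 100% = reference inhibitor; higher value means more JC-1 retained so stronger ABCB1 efflux block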
# * = called active by the depositor; ? = inconclusive; · = not tested or not shown. Outcome played no part in choosing rows, and some 3.3% of all compounds hit somewhere here.
# Values run as follows: Avidin fluor	RGS7-Gao reg	ABCG2 block	Mcl1 Bid PPI	Mcl1 Noxa PPI	RGS4-Gao reg	Mcl-1 Bim block	Pf gamet viab	RGS8-Gao reg	GSH bead fluor	ABCB1 block
C/C=C/c1ccc(OCCCCn2cncn2)c(OC)c1
  18	110	5	57*	23	100	-2	·	100	26	1.4
COc1ccc2c(c1)-c1ccccc1S(=O)(=O)N2C(C)=O
  12	102	0	-119	18	101	-1	0	105	23	0.0
CCN1CCN(Cc2ccc(NC(=O)Nc3ccccc3OC)cc2)CC1
  6	104	1	-15	-25	102	0	·	102	13	0.3
COc1cccc(NC(=O)C2CCN(Cc3cnn(-c4ccccc4)c3-n3cccc3)CC2)c1
  6	101	2	-21	8	102	1	3	104	19	1.2
COC(=O)c1nc2n(n1)C(c1ccc([N+](=O)[O-])cc1)C(C(=O)Nc1ccc(Cl)cc1)=C(C)N2 (stereo unspecified)
  9	99	1	23	20	101	0	17	100	9	0.2
CC(C)OP(=O)(OC(C)C)C(NC(=O)c1ccccc1Br)C(N)=O (stereo unspecified)
  3	?	·	-5	-3	97	·	-3	99	·	·
Cc1cccc(C)c1-n1c(SCC(=O)NCc2ccco2)nc2ccccc2c1=O
  26	99	4	-18	11	98	-1	1	97	15	1.4
CCN(CC)CCC(c1ccc(N(C)C)cc1)c1c(OC)cc(OC)c2ccc(=O)oc12 (stereo unspecified)
  18	?	·	-90	19	99	·	·	100	·	·
C=CCNC(=S)Nc1cc(C)ccn1
  7	103	2	-60	20	99	1	4	97	16	0.7
Cc1occc1-c1nnc(SCC(=O)Nc2nc(C(C)(C)C)cs2)o1
  8	99	3	4	-7	101	-3	·	100	17	0.2
CCN(CC)CCCNC(=S)N(Cc1ccco1)Cc1cc2cc3c(cc2[nH]c1=O)OCCO3
  15	101	0	-22	8	101	-8	0	100	19	-0.1
CCCN(C(=O)Cc1nc(N)n[nH]1)C1(C(=O)Nc2c(C)cccc2C)CCCCC1
  18	99	1	-3	8	102	0	5	100	32	0.8
CC(C)S(=O)(=O)c1nsc2nc(=O)c(/C=C3\C=Nc4ccccc43)c(N)n12
  29	106	-4	-9	39	104	-21	-2	108	9	-1.2
CCC(=NC1CC(C)(C)NC(C)(C)C1)C1=C(O)CC(C)(C)CC1=O
  9	93	1	-12	2	102	1	20	107	16	0.4
O=C(Nc1ccccc1)c1snc2c(=O)[nH]cnc12
  29	123	9	-4	-2	105	16	·	104	10	0.9
CC(C)(C)NC(=O)NC(=O)COC(=O)Cc1coc2ccc3ccccc3c12
  5	107	16	9	12	113	22	-14	107	7	0.8
C=CCNC(=O)CCCOc1cccc(C)c1
  9	101	4	1	-1	99	-3	·	85	35	0.7
COC(=O)Oc1ccc(/C=N/NC(=O)CSCc2ccc(Cl)cc2)cc1OC
  11	96	14	-11	-9	101	0	-1	100	12	0.9
CCN(C(=O)COC(=O)c1ccc2c(=O)n3c(nc2c1)CCC3)C1CCS(=O)(=O)C1 (stereo unspecified)
  9	?	0	-10	25	100	0	-7	100	12	0.1
Cc1cc(C)cc(N(C(=O)c2cc3ccccc3oc2=O)C2C=CS(=O)(=O)C2)c1 (stereo unspecified)
  11	100	8	-31	11	97	0	·	94	15	14
COc1ccccc1-n1c(SCC(N)=O)nc2c(c1=O)SCC2
  6	98	-1	-27	13	101	0	·	101	26	-0.3
O=C(O)c1ccccc1C(=O)OCCCCOC(=O)c1ccccc1C(=O)O
  30	102	7	32	2	103	0	19	104	26	0.9
Cc1cc(C)c2c(c1)/C(=N/Nc1ccc(S(N)(=O)=O)cc1[N+](=O)[O-])CCC2
  10	?	15	-21	35	98	-1	-10	98	15	1.6
COc1ccc(NC(=O)c2nc3ccccc3s2)cc1
  6	103	2	-8	11	102	-8	0	100	12	·
Cc1ccc2nc(NC(=O)c3cccc(-c4cc5ccccc5oc4=O)c3)sc2c1
  29	100	-2	75*	32	114	-1	·	107	11	-0.7
Cc1ccc(NC(=O)CCCCCCCCCCC2COCCO2)c(C)c1 (stereo unspecified)
  1	97	-1	17	-24	99	-1	6	86	9	-0.4
C/C(=N\NC(=O)c1nn(C)cc1Br)c1cccc(NC(=O)C(C)(C)C)c1
  11	102	10	-25	11	103	-4	-7	93	28	-0.3
N=C1C(=O)OCC1c1ccccc1NC(=O)Nc1ccccc1 (stereo unspecified)
  28	104	5	-36	8	99	-1	6	100	9	0.8
CCCCn1cnc2c(cnn2-c2ccc(Cl)cc2)c1=O
  23	98	0	-4	4	101	-3	·	101	13	0.0
Cc1ccc(-c2cc(C(=O)NCc3cccs3)no2)cc1
  8	97	2	-13	·	100	-3	·	97	32	0.0
COC(=O)c1ccccc1NC(=O)Cn1cc2c(n1)CCC(C)C2 (stereo unspecified)
  8	101	-2	-2	20	105	0	·	104	19	-1.7
COc1ccc(OCC(=O)N2c3ccccc3CCc3ccccc32)cc1
  12	94	3	-10	-3	92	-5	8	105	9	0.8
CCn1cc(C(=O)NCc2ccc3c(c2)OCO3)c(=O)c2cc(S(=O)(=O)N3CCOCC3)ccc21
  20	102	0	13	14	106	0	-5	100	16	0.0
COc1cc(OC)c(C2CC(=O)N3CN(C)CSC3=C2C#N)cc1OC (stereo unspecified)
  6	105	-2	-20	9	99	-4	·	84	18	-0.4
CCOc1ccccc1NC(=O)CCSc1nc2n[nH]c(C)c2c(=N)n1-c1ccccc1Cl
  9	101	2	1	-23	102	2	·	102	7	0.9
COc1ccc(CCNc2nc(C)nc3c2oc2ccccc23)cc1OC
  14	105	5	-1	26	100	-1	·	97	9	1.4
CC12CCC(C/C1=N\N=C1\NC(=O)/C(=C\c3ccc(Cl)cc3)S1)C2(C)C (stereo unspecified)
  4	106	-1	-45	-35	103	-5	14	113	18	-0.1
O=C(NCCCN1CCOCC1)c1cc(-c2ccccc2)on1
  29	100	0	7	-5	100	1	-18	101	13	0.0
O=C(CCc1ccccc1)C(=O)N1CCCC(C(=O)c2cccc(Cl)c2)C1 (stereo unspecified)
  11	101	0	-7	8	105	3	-26	104	10	0.3
COc1ccccc1N1CCN(C(=O)c2c(-c3ccccc3Cl)noc2C)CC1
  10	74	3	-20	3	64	3	·	77	9	0.8

# As entered above:
# COc1ccccc1-n1c(SCC(N)=O)nc2c(c1=O)SCC2 in GSH bead fluor is entered as 26
# CCCCn1cnc2c(cnn2-c2ccc(Cl)cc2)c1=O in RGS4-Gao reg is entered as 101

# Next section:
# Values run as follows: Avidin fluor	RGS7-Gao reg	ABCG2 block	Mcl1 Bid PPI	Mcl1 Noxa PPI	RGS4-Gao reg	Mcl-1 Bim block	Pf gamet viab	RGS8-Gao reg	GSH bead fluor	ABCB1 block
COC(=O)c1cc(OC)c(OC)cc1NCC(=O)Nc1cccc(C(F)(F)F)c1
  7	90	-3	-65	7	93	-3	-4	84	10	-1.0
COc1nc(N)c(S(=O)(=O)c2ccc(C)cc2)cc1C#N
  3	97	0	0	-11	98	-1	7	93	47	0.4
CN(C)/C=C/c1c([N+](=O)[O-])c2ccc(O)cc2n1-c1ccccc1
  4	?	·	-28	21	67	·	1	75	·	·
COc1ccc(CC(=O)NCc2nnc(SCC(=O)Nc3nccs3)n2C)cc1
  21	101	1	-9	10	106	-3	29	104	9	0.2
CCCCOc1ccc(C(=O)N/C(=C/C=C/c2ccccc2)C(=O)NCCO)cc1
  4	99	11	-5	10	101	-3	6	101	9	0.6
CC1CCCN(Cc2c(O)ccc3c2O/C(=C\c2ccco2)C3=O)C1 (stereo unspecified)
  5	100	8	-4	58*	101	0	6	100	21	1.1
C=CC[n+]1ccc2ccccc2c1C
  5	100	8	2	-23	97	7	-9	96	22	0.0
CCNC(=S)Nc1cccc(F)c1C
  11	?	31	-13	7	98	0	9	100	14	0.4
O=C1c2cccc3cccc(c23)C(=O)N1/N=C/c1ccc(O)cc1O
  15	99	9	28	60*	96	-3	0	99	9	0.8
CC(C)Cn1c2c(c(O)c(C(=O)Nn3c(Cc4ccccc4)nc4ccccc4c3=O)c1=O)CCCC2
  11	102	10	-1	6	101	-1	-15	100	25	18
Cc1ccc(NC(=O)CN2C(=O)N/C(=C/c3ccc(N4CCOCC4)cc3)C2=O)cc1
  7	102	6	14	23	102	-6	-2	102	16	0.8
COc1cccc(Nc2nc3ccccc3nc2-n2nc(C)cc2C)c1
  10	103	1	-14	8	98	0	·	101	22	0.1
CCOC(=O)N1CCC(NS(=O)(=O)c2ccc3c(c2)OCC(=O)N3)CC1
  12	101	4	6	-6	101	-4	·	101	30	1.4
c1ccc(-c2nn3c(-c4ccco4)nnc3s2)nc1
  11	98	32	-5	29	100	-4	-1	98	28	0.7
C/C(=N\OCC(=O)Nc1ccc(OC(F)(F)F)cc1)c1ccc2c(c1)OCCO2
  4	101	6	-7	-12	97	-4	12	93	10	0.6
O=C(COc1ccc(Cl)cc1Cl)NC(=S)N1CCCc2ccccc21
  14	100	0	-53	5	95	-1	·	101	21	-0.5
O=C(Nc1ccc(S(=O)(=O)N2CCCC2)cc1)c1ccc(CN2CCOCC2)cc1
  20	111	3	3	-13	102	0	·	98	7	0.7
CCOc1ccc(N2C(=O)C3ON(C)C(c4ccc([N+](=O)[O-])cc4)C3C2=O)cc1 (stereo unspecified)
  ·	?	·	-63	-4	101	·	-11	102	·	·
CN(C)CCCNC(=O)CCc1nc2ccccc2c(=O)[nH]1
  10	94	2	-13	8	95	-3	·	93	24	0.4
O=C(O)c1ccc(C[n+]2c(-c3ccccc3)csc2Nc2ccccc2)cc1
  3	100	-2	3	31	101	-5	·	103	9	-0.7
Cc1nn2c(nc(N3CCCCC3)c3ccccc32)c1C=O
  16	100	20	-11	14	98	11	0	100	9	-0.3
O=C(CSCc1ccccc1F)NCc1ccccc1
  24	99	0	-6	3	96	-3	8	102	11	0.0
O=C(Nc1nnc(SCc2ccc(F)cc2)s1)c1ccccn1
  10	100	0	-46	-50	108	-1	19	102	13	0.1

# From PubChem
